SKKanGAS inh: blocks kanamycin growth of S. pyogenes SKKanGAS strain | BacTiter-Glo, 6 h | inhibition, % at 7.5 µM | 300,000 compounds, 1.3% hits | AID 1662;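 active = mean replicate score, as percent of positive control median, at least 50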;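 also: strain carries kanamycin resistance gene driven by streptokinase promoter and grows in 40 µg/ml kanamycin; loss of luminescence reflects streptokinase promoter inhibition or plain growth inhibition; 0% = median of DMSO wells and 100% = positive control at its reference dose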
TRPC4 inh: inhibitors of mouse TRPC4 channel; Q9QUQ5; HEK293 TRPC4beta/mu-opioid, DAMGO-evoked Fluo4 calcium flux; active compounds read low; B-score at 10 µM; 300,000 compounds, 0.39% hits; AID 2247;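 active = B-score over 3 SD under the library average, no early fluorescence shift, positive overall ratio signal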
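System: stable TRPC4beta/mu-opioid receptor HEK293 cells; Dosing: single-point compound dosing; Measured by: Fluo4 Ca2+ flux fluorescence; Read-out basis: per-well B score of integrated baseline-normalized Fluo4 ratio.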
RGS4 act: potentiators or activators of RGS4; B-score at 10 µM; HEK293 M3R/inducible RGS4, carbachol calcium flux Fluo4; active compounds read low; AID 463111; 310,000 compounds, 0.92% hits;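 active = B-score of the integrated calcium signal more than 4 SD below the library mean, with starting fluorescence not abnormally high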;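 also: negative B-score means reduced calcium response which marks RGS4 activation or potentiation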
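test system = M3R-expressing HEK293 line, RGS4 induced by doxycycline | probe or stimulus = carbachol at ECmax as muscarinic agonist stimulus | timing = dye loading 30 min 37 °C, buffer rest 30 min RT | signal = calcium dye Fluo4 fluorescence | evaluation = B score from integrated fluorescence ratio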
TRPC6 inh: mouse TRPC6 channel inhibition; Q61143; HEK293-TRPC6, membrane potential dye, ACh-evoked depolarization; active compounds read low; B-score at 10 µM; 310,000 compounds, 1.1% hits;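 active = B-score under library mean minus 3 SD, initial fluorescence not abnormally high, positive integrated signal ratio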;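 also: B-score derived from integrated fluorescence ratio over the kinetic read; more negative B-score means stronger inhibition of depolarization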
Target sequence (Q61143 whole entry, looked up): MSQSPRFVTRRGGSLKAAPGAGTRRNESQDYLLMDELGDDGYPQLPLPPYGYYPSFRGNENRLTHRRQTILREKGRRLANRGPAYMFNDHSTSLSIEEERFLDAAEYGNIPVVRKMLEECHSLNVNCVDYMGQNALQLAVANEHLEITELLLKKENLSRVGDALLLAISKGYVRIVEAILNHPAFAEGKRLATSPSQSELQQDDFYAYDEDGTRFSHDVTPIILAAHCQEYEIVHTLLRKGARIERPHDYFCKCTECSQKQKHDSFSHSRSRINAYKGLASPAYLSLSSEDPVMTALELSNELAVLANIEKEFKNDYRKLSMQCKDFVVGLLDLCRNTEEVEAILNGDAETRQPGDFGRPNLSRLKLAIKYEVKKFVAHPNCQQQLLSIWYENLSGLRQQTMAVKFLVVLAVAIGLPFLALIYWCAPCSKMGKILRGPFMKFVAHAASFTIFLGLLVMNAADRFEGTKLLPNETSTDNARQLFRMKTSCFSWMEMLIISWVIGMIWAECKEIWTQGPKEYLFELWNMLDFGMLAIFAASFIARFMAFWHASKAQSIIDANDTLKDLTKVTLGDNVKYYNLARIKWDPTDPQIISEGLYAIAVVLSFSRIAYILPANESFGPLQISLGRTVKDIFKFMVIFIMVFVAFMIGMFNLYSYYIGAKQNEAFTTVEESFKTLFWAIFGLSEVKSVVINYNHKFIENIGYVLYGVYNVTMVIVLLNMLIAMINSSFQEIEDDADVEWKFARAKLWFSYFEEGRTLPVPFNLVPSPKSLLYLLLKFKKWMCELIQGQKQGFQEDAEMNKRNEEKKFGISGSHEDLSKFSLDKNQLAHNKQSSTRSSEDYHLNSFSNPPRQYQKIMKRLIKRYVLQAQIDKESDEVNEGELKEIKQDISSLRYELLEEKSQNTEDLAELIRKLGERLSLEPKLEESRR
TRPC6 activator: activates the mouse TRPC6 cation channel. HEK293-TRPC6 membrane potential dye fluorescence; active compounds read high. AID 2550. B-score at 10 µM. Q61143. 310,000 compounds, 0.13% hits;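 active = B-score of the integrated fluorescence ratio above library mean plus 3 SD, and starting fluorescence ratio within library mean plus 5 SD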;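 also: higher score means more depolarization so channel activation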
MrgX1 ag: human MrgX1 receptor agonism, primary screen. Q96LB2. MrgX1-HEK293 cells, Fluo-4 calcium fluorescence, agonist mode; active compounds read high. B-score at 10 µM. 310,000 compounds, 0.44% hits;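 active = calcium response B-score plate-corrected fluorescence ratio at least 3 library SD, with starting fluorescence B-score inside 5 SD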
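times = overnight plating, then 30 min 37 °C plus 30 min room-temperature dye loading | assay system = stable human MrgX1 HEK293 cell line | input = fifteen thousand cells per well | signal = kinetic calcium dye fluorescence, Fluo-4 NW | dosing = compound delivered in addition one of three | read-out = B-scored fluorescence response ratio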
MrgX1 PAM: allosterically activates human MrgX1 receptor signaling; Q96LB2; MrgX1-HEK293, Fluo-4 calcium flux, FDSS; active compounds read high; B-score at 10 µM; 310,000 compounds, 0.63% hits;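 active = plate-corrected calcium response at least 3 library SD above typical, normal starting fluorescence, not activating the receptor alone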;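 also: compound read alongside a low EC10 to EC30 dose of BAM8-22 agonist; peak minus trough fluorescence over baseline measured at the second addition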
Platelet DG rel: platelet dense granule release activity. human platelet-rich plasma, SFLLRN dense granule ATP release, luminescence. inhibition, %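 (compounds screened at 7.5 µM in platelet-rich plasma)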. 300,000 compounds, 0.22% hits;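 active = mean replicate score, as percent of positive control, at or above 50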
RGS4 block: human RGS4 inhibition; P49798; HEK293 M3R/RGS4 inducible, Fluo-4 calcium flux; active compounds read high; triggered by carbachol at its EC20; B-score at 10 µM; 310,000 compounds, 0.45% hits; AID 463165;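 active = B-score, a plate-corrected calcium signal, over three deviations above library mean, with baseline fluorescence within five deviations of library mean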;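 also: RGS4 expression induced by doxycycline in cells with stable M3 receptor; B-score is computed from the integrated fluorescence ratio over baseline after carbachol; higher B-score means a larger calcium signal and so more RGS4 inhibition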
HIF activator: HIF pathway transcriptional activation; 300,000 compounds, 0.32% hits; U2OS HRE-luciferase reporter, luminescence; normalized: DMSO 0%, desferrioxamine 100%; activation, % at 7.5 µM (by protocol);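 active = mean activation of at least 10% of the iron chelator positive control signal, with at least half of replicates also reaching 10%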
MrgX1 antag: blocks BAM8-22 activation of human MrgX1 receptor | Q96LB2 | B-score at 10 µM | 310,000 compounds, 1.3% hits | AID 588676 | MRGX1-HEK293 calcium flux, Fluo-4, BAM8-22 antagonism; active compounds read low;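 active = calcium-response B-score plate-corrected more than 3 library SD below zero, starting fluorescence within 5 deviations, no agonist response on first addition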;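 also: peak minus trough fluorescence over baseline after final BAM8-22 challenge near maximal dose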
* hit, by the source's call; i = inactive; nt = not tested or not shown. The order is random. About 6.1% of those tested had a hit in this group.

SMILES	SKKanGAS inh	TRPC4 inh	RGS4 act	TRPC6 inh	TRPC6 activator	MrgX1 ag	MrgX1 PAM	Platelet DG rel	RGS4 block	HIF activator	MrgX1 antag
CC(=O)Oc1c(S(=O)(=O)c2ccccc2)c(C)nn1C(C)(C)C	-1.9	i	i	i	i	i	i	0.6	i	-0.5	i
Cc1cccn2c(=O)c3cc(C(=O)NCCN4CCOCC4)c(=N)n(Cc4cccnc4)c3nc12	2.8	i	i	i	i	i	i	-4.5	i	-1.4	i
O=C(NCc1ccccc1)C1CCCN1S(=O)(=O)c1ccc(F)cc1 (centres undefined)	1.7	i	i	i	i	i	i	-1.3	i	0.4	i
CCN(CC)S(=O)(=O)c1cc(NC(=O)COC(=O)CCc2nc3ccccc3s2)ccc1C	-5.3	i	i	i	i	i	i	2.9	i	-0.1	i
COc1ccc(CN(Cc2ccccn2)C(=O)CN2C(=O)C(C)Oc3ccccc32)cc1 (centres undefined)	-4.2	i	i	i	i	i	i	-0.6	i	0.0	i
COc1cccc(NC(=O)c2ccc3snnc3c2)c1	-17.8	i	i	i	i	i	i	5.4	i	1.4	i
O=C(Nn1cnc2ccccc2c1=O)c1ccccc1F	-2.4	i	i	i	i	i	i	23.6	i	-0.5	i
COc1ccc(-n2c(=O)[nH]cc(C(=O)Nc3ccc4c(c3)OCCO4)c2=O)cc1OC	4.5	i	i	i	i	i	i	-2.3	i	-0.1	i
O=S(=O)(NCC1CCCO1)c1ccc(S(=O)(=O)N2CCCC2)cc1 (centres undefined)	-12.3	i	i	i	i	i	i	-6.5	i	0.1	i
C=CCOC(=O)C1=C(C)OC(N)=C(C#N)C1c1ccc(OC)c(CSc2ccccn2)c1 (centres undefined)	-5.6	i	i	i	i	i	i	10.3	i	0.1	i
O=c1[nH]n(Cc2ccccc2)c2ccccc12	-3.8	i	i	i	i	i	i	3.7	i	-0.2	i
CC(/C=C/c1ccccc1)=N\NC(=O)Cn1nc(C)cc1C	11.1	i	i	i	i	i	i	4.4	i	-2.2	i
COc1cc(/C=N/NC(=S)Nc2cccc(Cl)c2C)ccc1OCC(=O)N1CC(C)OC(C)C1 (centres undefined)	9.5	i	i	i	i	i	i	1.3	12.9*	-0.5	i
COc1ccccc1N1CCN(C(=O)NCc2cccc(C(F)(F)F)c2)CC1	-3.1	i	i	i	i	i	i	3.9	i	-0.1	i
COc1ccc(-n2ccnc(SCC(=O)NCc3ccccc3Cl)c2=O)cc1	4.7	i	i	i	i	i	i	-15.5	i	-0.1	i
COc1cccc(CNC(=O)C2=Cc3cccc(OC)c3OC2)c1	-6.1	i	i	i	i	i	i	5.4	i	0.2	i
Cc1cc(C)c2cc(C#N)c(NCCOC(=O)c3ccccc3C)nc2c1	13.0	i	i	i	i	i	i	-4.3	i	-0.3	i
Cn1c(C2CCCCC2)nc2c1c(=O)[nH]c(=O)n2Cc1ccccc1	11.1	i	i	i	i	i	i	4.1	i	0.0	i
O=C(NCCc1cnc[nH]1)Nc1cccc(C(F)(F)F)c1	1.0	i	i	i	i	i	i	-4.2	i	-26.1	i
Cc1c(Cl)cccc1NC(=S)NCCc1ccccn1	-0.9	i	i	i	i	i	i	-1.5	i	-0.2	i
CCC1Oc2ccc(C)cc2N(CC(=O)NCC2COc3ccccc3O2)C1=O (centres undefined)	4.5	i	i	i	i	i	i	26.1	i	-0.3	i
Cc1cc(C(=O)Nc2c(C)nn(Cc3ccccc3)c2C)on1	-1.9	i	i	i	i	i	i	22.5	i	-0.1	i
N#C/C(=N\Nc1ccc(S(=O)(=O)N2CCCCC2)cc1)C(N)=S	16.3	i	i	i	i	i	i	-16.2	i	-41.2	i
O=C(CC1CCCC1)Nc1nnc(C2CC2)s1	-1.8	i	i	i	i	i	i	-1.0	i	1.8	i
CC(=O)c1ccc(N2CCN(C3CCC(C(C)(C)C)CC3)CC2)cc1 (centres undefined)	-6.1	i	i	i	i	i	i	-0.2	i	-0.3	i
COc1ccccc1C1CCN(C(=O)c2cccc([N+](=O)[O-])c2)CC1	0.3	i	i	i	i	i	i	-0.8	i	-0.5	i
Cc1c(NC(=O)C(C)OC(=O)c2ncc(Cl)c(Cl)c2Cl)c(=O)n(-c2ccccc2)n1C (centres undefined)	-3.7	i	i	i	i	i	i	-3.2	i	-0.7	i
COc1ccccc1NC(=O)c1coc(=O)c(Br)c1	-4.3	i	i	i	i	i	i	5.9	i	0.5	i
Cc1cc(C)cc(N(CC(=O)NCc2ccco2)S(=O)(=O)c2c(C)noc2C)c1	10.9	i	i	i	i	i	i	-7.9	i	nt	i
Cc1cccc(NC(=S)NC23CN4CN(CN(C4)C2)C3)c1	-3.3	i	i	i	i	i	i	10.0	i	-0.4	i
CC(C)N(C(=O)Cn1c(SCC(=O)NC2CC2)nc2ccccc21)C(C)C	-0.1	i	i	i	i	i	i	3.6	i	0.1	i
O=C(CSc1ncnc2c1cnn2-c1ccccc1Cl)N1CCN(C(=O)c2ccco2)CC1	-1.7	i	i	i	i	i	i	-2.2	i	-1.0	i
O=C(COC(=O)C1CCN(S(=O)(=O)c2c(Cl)cccc2Cl)CC1)NCc1ccco1	-0.2	i	i	i	i	i	i	-4.6	i	0.0	i
COc1cc(OC)nc(NC(=O)C(C)C)n1	3.6	i	i	i	i	i	i	-7.2	i	-0.1	i
CNC(=S)NNc1nc(N2CCOCC2)nc(N2CCOCC2)n1	-3.7	i	i	i	i	i	i	-1.6	i	0.1	i
C=CCNCCCCOc1ccc(Br)cc1C	0.8	i	i	i	i	i	i	-1.0	i	0.1	i
COc1ccc(/C=C/c2noc(-c3ccccc3O)n2)cc1	0.4	i	i	i	i	i	i	6.4	i	1.3	i
O=C(O)C1CC=CCC1C(=O)NCc1ccc(Cl)c(Cl)c1 (centres undefined)	-0.8	i	i	i	i	i	i	4.8	i	-0.1	i
Cc1ccc(NC(=O)c2cnn(-c3ccccc3)c2NC(=O)c2ccco2)cc1C	15.3	i	i	i	i	i	i	-9.2	i	0.7	i
O=C(c1cn(-c2ccccc2)nc1-c1ccc(Br)cc1)N1CCOCC1	-4.6	i	i	i	i	i	i	-3.2	i	-0.3	i
Cc1ncsc1CCOC(=O)c1ccc(N2CCOCC2)c([N+](=O)[O-])c1	2.3	i	i	i	i	i	i	31.9	i	0.7	i
Cc1no[n+]([O-])c1COc1cccc(/C=N/Nc2nncn2N)c1	-8.3	i	i	i	i	i	i	11.1	i	0.8	i
CN(C(=O)COC(=O)c1ccc2ccccc2n1)C1CCS(=O)(=O)C1 (centres undefined)	-1.9	i	i	i	i	i	i	5.4	i	0.2	i
CC(NC(=O)CCc1nnc(Cc2cccc(C(F)(F)F)c2)o1)C1CC1 (centres undefined)	-11.7	i	i	i	i	i	i	-0.1	i	4.1	i
O=C1CC(c2ccccc2Cl)C2=C(COC2=O)N1 (centres undefined)	6.2	i	i	i	i	i	i	6.7	i	0.2	i
COc1c([N+](=O)[O-])c(=O)oc2ccccc12	0.0	i	i	i	i	i	i	-0.7	i	0.3	i
C#CCNC(=O)C1=C[C@H](C2CCCCC2)C[C@H](OCc2ccc(CO)cc2)O1	1.6	i	i	i	i	i	i	2.3	i	0.7	i
CCN(CC)C(=O)COc1coc(CN2CCN(c3cccc(Cl)c3)CC2)cc1=O	2.1	i	i	i	i	i	i	2.5	i	-0.2	i
CCOc1ccc2nc(NCCCNS(=O)(=O)c3ccc(C)cc3)c(C#N)cc2c1	8.0	i	i	i	i	i	i	-9.2	i	0.8	i
Cc1ccc(Cl)cc1N1CCN(c2cccc[n+]2C)CC1	-3.6	i	-7.35*	i	i	i	i	6.6	i	0.3	i
O=C(Nc1ccccc1)C1=C[C@@H](C2CCCCC2)C[C@@H](OCCCCO)O1	0.6	i	i	i	i	i	i	-5.0	i	0.2	i
CC(=O)c1c(C)oc(C)c1CSCc1ccc(C(=O)O)o1	-6.5	i	i	i	i	i	i	-11.7	i	-0.1	i
CCC(C)(C)NC(=O)C(c1cccnc1)N(CCOC)C(=O)Cn1nnc2ccccc21 (centres undefined)	-0.2	i	i	i	i	nt	nt	-26.7	i	-0.2	nt
COc1cccc(NC(=O)Cn2c(=O)n(C)c(=O)c3sc4c(c32)COC(C)(C)C4)c1	2.3	i	i	i	i	i	i	-15.7	i	-0.3	i
CC(=O)Nc1ccc(S(=O)(=O)NCC(=O)OCC(=O)N2CCN(c3ccccc3)CC2)cc1	2.1	i	i	i	i	i	i	3.0	i	-0.5	i
Nc1ccc(C(=O)OCC(=O)N2CCN(C(=O)c3ccco3)CC2)cc1[N+](=O)[O-]	-7.9	i	i	i	i	i	i	8.7	i	0.6	i
COc1cccc(CNC(=O)c2cc(S(=O)(=O)N3CCCC3)cn2C)c1	-0.5	i	i	i	i	i	i	57.2*	i	-0.7	i
Fc1cccc(C2CCCCN2Cc2nc(C3CC3)no2)c1 (centres undefined)	0.0	i	i	i	i	i	i	-4.8	i	0.0	i
CCOC(=O)CCn1c(=S)n(CCC(=O)OCC)c2ccccc21	12.2	i	i	i	i	i	i	-0.2	i	0.7	i
COC(=O)c1ccc(Oc2nc(NC(C)C)nc(SC)n2)cc1	13.1	i	i	i	i	i	i	13.6	i	-0.4	i
More results follow.
SMILES	SKKanGAS inh	TRPC4 inh	RGS4 act	TRPC6 inh	TRPC6 activator	MrgX1 ag	MrgX1 PAM	Platelet DG rel	RGS4 block	HIF activator	MrgX1 antag
CCC(C)OC(=O)c1[nH]c2c(c1C)C(=O)CC(c1ccc(N(C)C)cc1)C2 (centres undefined)	22.4	i	i	i	i	i	i	3.4	i	2.5	i
c1cncc(-c2nnc3n2CCC3)c1	3.1	i	i	i	i	i	i	1.5	i	-0.4	i
CSc1nnc(NC(=O)c2cc(=O)c3cc(C)cc(C)c3o2)s1	12.7	i	i	i	i	i	10.5*	3.0	i	-0.1	i
Cc1cc(=O)[nH]c(-n2nc(C)cc2C)n1	18.9	i	i	i	i	i	i	1.8	i	-0.3	i
O=C(NCc1ccco1)c1cc(-c2ccccc2)c(N2CCOCC2)s1	18.4	i	i	i	i	i	i	2.2	i	-21.3	i
O=C1[C@@H]2[C@H](C(=O)N1O)[C@H]1C=C[C@@H]2C1	-2.8	i	i	i	i	i	i	7.2	i	-0.1	i
